# Screening data as filed in PubChem.
# GAA inh: qHTS Assay for Inhibitors of Human alpha-Glucosidase as a Potential Chaperone Treatment of Pompe Disease; purified human GAA, 4-MU-alpha-glucoside fluorescence; AID 1466, 2008; 200,000 compounds, 0.005% hits; Lysosomal alpha-glucosidase (Homo sapiens), P10253; Potency, µM (titrated, usually from 76.9 µM), inactives show at the top dose activity change, negative = inhibition, most hits filed as inhibitors;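 also: plate controls were uninhibited enzyme wells for no effect and no-enzyme background for full effect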
#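 Fluorogenic assay: 4 nM human alpha-glucosidase with 400 uM 4-methylumbelliferyl-alpha-D-pyranoside in 50 mM citrate/phosphate, 0.005% Tween-20, pH 5.0, 20 min at room temperature. Compounds tested up to 77 uM; AC50 from Hill fits.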
# GAA glycogen mod: qHTS Assay for Inhibitors and Activators of Human alpha-Glucosidase Cleavage of Glycogen; 300,000 compounds, 0.38% hits; recombinant GAA, glycogen substrate, Amplex Red glucose oxidase fluorescence; Potency, µM (top dose mostly 76.4 µM), for inactives: at the highest dose activity change, negative = inhibition, most hits filed as inhibitors; Lysosomal alpha-glucosidase (Homo sapiens), P10253;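 also: 0% = full enzyme reaction and -100% = no-enzyme basal signal; the screen sought inhibitors and activators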
#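 Recombinant human alpha-glucosidase (4 nM final) hydrolysed bovine liver glycogen (30 ug) for 40 min at 37 C in pH 5.0 citrate/phosphate with 0.01% Tween-20. Released glucose detected by glucose oxidase/Amplex Red, Ex 573/Em 610 nm. Compounds up to 77 uM; AC50 from Hill fits.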
# IMPase Li cell: qHTS Assay for Identifying the Cell-Membrane Permeable IMPase Inhibitors: Potentiation with Lithium; CHO-M1 cells, IP1 TR-FRET (IP-One), carbachol + lithium; Potency, µM (top dose mostly 59.4 µM), for the others: top-dose activity, negative = IMPase inhibition, actives largely listed as inhibitors; 210,000 compounds, 0.35% hits; AID 1457, 2008;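 also: IP1 builds up when IMPase is blocked and the TR-FRET signal falls; plate controls were basal vehicle for no effect and high inhibitor control for full effect; nearly all actives have a fitted effect of over 50% in size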
#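 Lithium-sensitised IP1 accumulation assay; M1-expressing CHO cells treated 30 min at 37C with compound. Competitive antibody detection by time-resolved FRET followed a 10 min room-temperature lysis step.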
# aGlu spleen mod: qHTS Assay for Inhibitors and Activators of Human alpha-Glucosidase From Spleen Homogenate; Potency, µM (series often up to 79.9 µM), inactives show at the highest dose activity change, negative = inhibition, most hits filed as inhibitors; human spleen homogenate, 4-MU-alpha-glucoside fluorescence; Lysosomal alpha-glucosidase (Homo sapiens), P10253; 240,000 compounds, 0.006% hits;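 also: 0% = enzyme with vehicle and -100% = no enzyme basal signal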
#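 AC50 values come from Hill-equation fits of concentration-response data, normalized to no-enzyme and full-activity controls. Enzyme source: 1 ug human spleen homogenate; 1 mM fluorogenic 4-MU glucoside, pH 5.0 citrate buffer, 37 C, 40 min.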
# GoLoco inh red: qHTS Assay for Inhibitors of RGS12 GoLoco Motif Activity (Red Fluorophore). Potency, µM (doses to about 61.6 µM), for the others: at the top dose activity, negative = inhibition, hits mostly inhibitors. 230,000 compounds, 0.44% hits. Guanine nucleotide-binding protein G(i) subunit alpha-1 (Homo sapiens), P63096. Gai1:RGS12 GoLoco peptide FP, rhodamine, 10 min; active = well fitted inhibition curve with a large enough effect, not every such curve was filed as active; inactive = no such curve, though single readings can be large or run the other way; also: % is scaled to controls: 0 for no effect and ±100 for the full control effect; nearly all actives have a fitted effect of over 30% in size; many of its hits are not listed in these tables
# Target sequence (P63096 whole entry, looked up): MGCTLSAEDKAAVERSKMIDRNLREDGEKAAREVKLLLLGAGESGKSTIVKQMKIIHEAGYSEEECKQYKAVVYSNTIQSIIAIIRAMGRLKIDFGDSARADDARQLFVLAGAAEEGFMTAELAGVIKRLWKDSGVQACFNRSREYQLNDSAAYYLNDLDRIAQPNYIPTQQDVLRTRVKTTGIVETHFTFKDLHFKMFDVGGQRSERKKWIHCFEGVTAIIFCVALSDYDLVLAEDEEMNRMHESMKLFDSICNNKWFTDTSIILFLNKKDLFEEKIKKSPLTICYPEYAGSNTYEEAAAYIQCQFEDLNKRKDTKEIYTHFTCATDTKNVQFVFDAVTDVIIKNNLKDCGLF
# HttQ103 aggreg: qHTS Multiplex Assay to Identify Dual Action Probes in a Cell Model of Huntington: Aggregate Formation (GFP). Potency, µM (titrated, usually from 46.1 µM), without a hit: at the highest dose activity change, negative = inhibition, actives largely listed as inhibitors. AID 1688, 2009. 220,000 compounds, 1.1% hits. PC12 HttQ103-GFP aggregates, Acumen cytometry, 40 h; also: % is scaled to controls: 0 for no effect and ±100 for the full control effect; nearly all actives have a fitted effect of over 60% in size
#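 PC12 cells stably carrying ecdysone-inducible HTT exon 1 Q103–GFP were induced with tebufenozide (100 nM final) and treated with library compounds in titration. GFP aggregates in lysates were counted by laser scanning cytometry.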
# HTT cytoprotect: qHTS Multiplex Assay to Identify Dual Action Probes in a Cell Model of Huntington: Cytoprotection (ATP) | PC12 HTT-Q103 induced, cytoprotection, ATP luminescence, 40 h | Potency, µM (doses to about 56.4 µM), inactives show cytoprotection (ATP increase), usual class: activators | 230,000 compounds, 0.14% hits;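 also: % of control where 0% means no effect; nearly all actives have a fitted effect of over 45% in size; toxic huntingtin expression switched on by the ecdysone agonist tebufenozide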
#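 PC12 cells with ecdysone-inducible HTT exon 1 Q103-GFP, induced with 100 nM tebufenozide and co-treated with library compounds in a dose series (1536-well, 1500 cells/well). Cytoprotection read as ATP content by ATPlite luminescence.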
# An asterisk follows results filed as active; ? = inconclusive; . = not tested or not shown; [ ] = dose if it differs, or a comment. Unless noted, calls follow the shape of the dose curve; as a rule, active = well fitted curve in the direction sought with a large enough effect; inconclusive = small, poorly fitted or top-dose-only effect, or another doubt; inactive = no such curve, though single readings can be large; an effect the other way counts as inactive or inconclusive. Potency is read from the fitted curve at half-maximal effect.
SMILES,GAA inh,GAA glycogen mod,IMPase Li cell,aGlu spleen mod,GoLoco inh red,HttQ103 aggreg,HTT cytoprotect
O=C(O)c1ccc2nc(-c3ccco3)c(-c3ccco3)nc2c1,9%,?,11%,1%,-21%,2%[9.22 µM],7%[10 µM]
O=C(NNC(=O)c1cccs1)c1ccc([N+](=O)[O-])cc1,-14%,7%,-2%,-5%,-12%,4%,-48%[inhibitor]
Cc1nc2ccccc2c(=O)n1NC(=O)c1ccc(F)cc1Cl,1%,1%,20%[38.3 µM],-5%,7%,-1%,-2%
Cc1cc2c(cc(C(=O)OC(C(=O)NCc3ccco3)C(C)C)n2C)o1 (stereo not drawn),-1%,-3%,4%[38.3 µM],2%,-2%,-1%,4%
Cc1ccc2onc(CC(=O)O)c2c1,4%,0%,-5%,-13%,-13%,-5%,.
Nc1ccccc1OCP(=O)(c1ccccc1)c1ccccc1,2%,7%,-3%,-2%,14%,8%,5%[10 µM]
N#C/C(=C\c1ccc(-c2ccccc2[N+](=O)[O-])o1)C(=O)Nc1nc(-c2cccs2)cs1,2%,-5%,-4%,1%,5%,8%,0%[10 µM]
CCOC(=O)C1C(=O)C=C(c2ccc(C)cc2)CC1c1ccccc1 (stereo not drawn),11%,14%,9%,-1%,17%,21%[9.22 µM],-57%[inhibitor]
Nc1ccc2c(c1)N1CCN=C1S2,-9%,6%,21%[38.3 µM],2%,-7%,3%[9.22 µM],-1%
O=C(NC1CCCCC1)C(c1ccco1)N(C(=O)c1csnn1)C1CCCC1 (stereo not drawn),3%,13%,.,-6%,.,18%,15%
C/C(N)=C(/C#N)C(=O)CSc1nnc(NC(C)C)s1,-27%,-4%,-7%[38.3 µM],-4%,4%,14%,3%
CC(C)Cn1c(S(=O)(=O)O)nc2ccccc21,.,11%,.,-6%,1%,-20%[9.22 µM],25%[10 µM]
Cc1cccc(C(C)C)c1NC(=O)c1ccc(CN(c2ccccc2)S(=O)(=O)c2ccccc2)cc1,6%,0%,4%,-2%,-6%,5%,-8%[10 µM]
Cc1ccc(S(=O)(=O)n2nccc2-c2c(-c3ccc(Cl)cc3)noc2C)cc1,-8%,-3%,.,-11%,17%,8%[9.22 µM],34%[10 µM]
Cc1nn(Cc2ccccc2Cl)c(C)c1NC(=O)/C=C/c1cnn(C)c1,-2%,-7%,-5%[38.3 µM],-2%,2%,16%,8%
Cc1ccc(/C=C2/N=C(c3ccccc3)NNC2=O)cc1,.,0%,.,7%,7%,8%[9.22 µM],12%[10 µM]
c1ccc(-n2cnc3cc(NCc4cccs4)ccc32)cc1,7%,?,6%[38.3 µM],-7%,-2%,-16%,-82%[inhibitor]
CCCCCn1cnc2sc(-c3ccccc3)cc2c1=O,-9%,3%,-7%[38.3 µM],-7%,4%,-14%,-28%
CCn1c(C)nc2cc(-c3nnc(-c4c(-c5ccccc5)noc4C)o3)ccc21,-2%,10%,.,-2%,.,?,-45%[inhibitor]
Cc1noc(C)c1CSc1nc2ccccc2c(=O)n1-c1ccc(F)cc1F,-7%,-2%,23%[38.3 µM],1%,10%,-10%,-60%[inhibitor][10 µM]
O=C(Cc1ccccc1)N1CCC(C(=O)N2CCN(c3ccc(F)cc3)CC2)CC1,4%[15.4 µM],-9%,5%[38.3 µM],8%,2%,8%,-13%
O=C(CCn1nc(-c2ccccc2)c2ccccc2c1=O)NCC1CCCO1 (stereo not drawn),2%,-21%,-1%[38.3 µM],9%,3%,0%,-7%
Cc1ccc(C)c(NC(=O)CS(=O)(=O)c2c[nH]c3ccccc23)c1,-4%,-6%,4%[38.3 µM],-8%,5%,22%,-29%
Clc1ccccc1OCc1nc(-c2ccncc2)no1,-4%,-1%,26%[38.3 µM],-19%,-9%,-32%,-30%
CC(C)C(=O)NNC(=O)c1csc(CS(=O)(=O)c2ccc(Cl)cc2)n1,.,1%,.,-12%,5%,-20%[9.22 µM],1%[10 µM]
Cc1nnc(NC(=O)c2ccccc2Oc2ccccc2)s1,1%,-1%,11%,6%,3%,-10%,-4%[10 µM]
O=C(CCCN1C(=O)S/C(=C\c2ccccc2)C1=O)NNC(=O)c1ccccc1O,-10%,-2%,12%,-14%,-3%,7%,.
Cc1nn(C(C)C(=O)NCc2ccccc2Cl)c(=O)c2c1sc1ccccc12 (stereo not drawn),-6%,-1%,26%[38.3 µM],0%,9%,-11%,-15%
Cc1ccc(-c2nnn(CC(=O)N(c3ccccc3)C(C(=O)NCC3CCCO3)c3cccs3)n2)o1 (stereo not drawn),3%,4%,-5%,-6%,-2%,7%,-42%[inhibitor]
CC1CCc2c(sc(NC(=O)COC(=O)c3ccccc3NCc3ccco3)c2C#N)C1 (stereo not drawn),1%,3%,18%[38.3 µM],4%,6%,-14%,-1%
O=C(O)c1ccc2c(c1)C(=O)N(NC(=O)c1ccccc1)C2=O,6%,2%,-1%[38.3 µM],-5%,0%,-2%,11%
Cc1ccc(C(=O)NCC(=O)OCC(=O)Nc2ncc(C(F)(F)F)cc2Cl)cc1,0%,-7%,-6%,-20%,16%,-16%,0%[10 µM]
CCC(=O)NNc1cc(=O)c2c(=O)n(C)c(=O)n(C)c2[nH]1,4%,?,-12%[38.3 µM],0%,6%,16%,-26%
Cc1cc(NC(=O)CCSc2ccc(Cl)cc2)no1,7%,15%,-2%,5%,19%,2%,-9%
COc1ccc(-c2noc(CCC(=O)N(C)c3cccc(C)c3)n2)cc1,0%,-6%,33%[activator][38.3 µM],-13%,7%,-8%,18%[10 µM]
C=CCn1nnnc1SCC(=O)Nc1ccccc1C(=O)OC,-6%,5%,.,-3%,.,14%,-6%
Cc1cc(C)c(NC(=O)CN(C2CCCCC2)C2CCCCC2)c(C)c1,?,6%,38%[activator][38.3 µM],-5%,2%,14%,2%
CC(C)CNC(=S)NC(=O)c1ccc(Cl)cc1Cl,4%,-12%,.,1%,.,-2%,-10%[10 µM]
O=C1c2ccccc2C(=O)N1c1cccnc1,10%,-5%,-5%[38.3 µM],4%,0%,?,-24%
COc1ccccc1C(c1nnnn1Cc1ccccc1)N1CCN(C2CCCC2)CC1 (stereo not drawn),1%,-1%,11%,-4%,5%,-11%,-1%[10 µM]

# Copied from the list:
# aGlu spleen mod, CCC(=O)NNc1cc(=O)c2c(=O)n(C)c(=O)n(C)c2[nH]1 is entered as 0%
# GAA inh, CC(C)CNC(=S)NC(=O)c1ccc(Cl)cc1Cl is entered as 4%

# (more compounds)
SMILES,GAA inh,GAA glycogen mod,IMPase Li cell,aGlu spleen mod,GoLoco inh red,HttQ103 aggreg,HTT cytoprotect
O=C(Nc1ccc(Cl)c(Cl)c1)N1CC=CCC1,-3%,1%,0%[38.3 µM],-22%,5%,-28%,-7%
CC(C)N(C(=O)CSc1nnc(NC(=O)c2cccs2)s1)C(C)C,3%,3%,-2%,-15%,1%,7%,-12%[1.9 µM]
Clc1ccccc1CSc1nncn1NC/C=C/c1ccccc1,-2%,-6%,-4%,-1%,0%,-7%,40%[10 µM]
O=C(CCn1nc(-c2ccccc2)ccc1=O)NCCCN1CCCCCC1,2%,?,9%[38.3 µM],0%,6%,8%,-3%
CC(NC(=O)NC1CCCCC1)c1ccc2c(c1)OCO2 (stereo not drawn),14%,7%,-12%,-2%,4%,13%[9.22 µM],-12%[10 µM]
CCOc1cc(Br)c(/C=C2/C(=O)N(C)C(=S)N2CC(=O)OC)cc1OC,?,24%,24%,7%,0%,21%[9.22 µM],28%[10 µM]
O=C1CSC(c2cccnc2)N1c1ccccc1 (stereo not drawn),4%,2%,.,-1%,10%,17%[9.22 µM],-3%[10 µM]
COC(=O)C1(C(=O)OC)C/C=C\C/C=C\c2ccccc2C1C[N+](=O)[O-] (stereo not drawn),.,.,5%,2%,1%,.,-3%
CCC(=O)N1c2ccc(S(=O)(=O)CCC(=O)N3CCn4c3nc3ccccc34)cc2CC1C (stereo not drawn),7%,4%,-7%[38.3 µM],-7%,-2%,3%,-20%
Cc1ccc2c(c1)/C(=N/O)CCS2,-6%,7%,-1%[38.3 µM],8%,2%,-2%,6%
COc1ccc(CC(=O)Nc2ncc([N+](=O)[O-])s2)cc1OC,0%,-13%,6%,7%,9%,3%[9.22 µM],-11%[10 µM]
COCCCNC(=O)COc1ccc(-c2nccc(-c3ccccn3)n2)cc1,4%,4%,-1%,-3%,2%,5%,7%[10 µM]
CCCCNc1cc(C)nc(N2CCOCC2)n1,-6%,-8%,9%[38.3 µM],-4%,7%,3%,-2%
O=C(CCS(=O)(=O)Cc1ccccc1)NCCc1ccccc1,-2%,-1%,3%,-9%,8%,4%,.
CCCOc1ccc(OCCCCNC(C)CC)cc1 (stereo not drawn),8%,-5%,22%[38.3 µM],-14%,1%,5%,-26%
CN(C)CCNC(=O)c1ccc2c(c1)N(Cc1ccc(F)cc1)CCS2,?,5%,-10%[38.3 µM],11%,-5%,-4%,-28%
O=C(/C=C/c1ccc([N+](=O)[O-])cc1)c1cccs1,.,8%,.,3%,11%,12%[9.22 µM],8%[10 µM]
O=C(Cc1ccc(Cl)c(Cl)c1)Nc1ccc(SC(F)F)cc1,-6%,-9%,15%,0%,0%,13µM*,-6%[10 µM]
N#Cc1nc(Cc2ccccc2)oc1NCCN1CCOCC1,-3%,-6%,-5%[38.3 µM],1%,-4%,26%,-23%[0.074 µM]
CCN(CC)CCNC(=O)NC1CCCCC1,-5%,-2%,34%[38.3 µM],2%,9%,-8%,-8%
CC(=O)N1CCN(C(=S)c2cccc([N+](=O)[O-])c2)CC1,-2%,-4%,-1%,3%,0%,3%,15%[0.074 µM]

# Only part of the results is shown (hit frequency here may not be typical).
